Assay outcomes deposited in PubChem by National Center for Advancing Translational Sciences (NCATS).
TSHR antag: blocks TSH signaling through the human TSH receptor; P16473; TSHR-expressing cells, TSH-stimulated cAMP HTRF, 2 h; stronger effect = lower value; activity change, negative = inhibition, % at 11.5 µM; hit rate 0.2% among 330,000; AID 504810;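 active = activity change below a set negative limit, meaning inhibition stronger than a set level, cut at about -70% in these data; inconclusive = activity change between two set negative limits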; note: % is set by controls: 0 for no effect and ±100 for the full control effect
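Inhibition of cAMP made by TSHR-expressing cells under TSH stimulation (4nM final, EC80; 2 h, 37 deg C) is quantified with a one-step lysis HTRF kit, anti-cAMP cryptate versus cAMP-d2.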
MBNL1-CUG inh: MBNL1-poly(CUG) RNA binding inhibition; Q9NR56; TR-FRET MBNL1-His/biotin-(CUG)12 binding, 665/545 ratio; Potency, µM (titrated, usually from 57.5 µM), without a hit: at the highest dose activity change, negative = inhibition, most hits filed as inhibitors; hit rate 0.036% among 280,000; active = well fitted inhibition curve with a large enough effect in the signal ratio, with a control signal flat, not every such curve was filed as active; inconclusive = small, poorly fitted or top-dose-only effect, or effect the other way, or a change in a side signal; inactive = no such curve, though single readings can be large or run the other way; the % refers to the signal ratio; note: potency is the fitted concentration of half-maximal effect; % is set by controls: 0 for no effect and ±100 for the full control effect
Target sequence (Q9NR56 whole entry, looked up): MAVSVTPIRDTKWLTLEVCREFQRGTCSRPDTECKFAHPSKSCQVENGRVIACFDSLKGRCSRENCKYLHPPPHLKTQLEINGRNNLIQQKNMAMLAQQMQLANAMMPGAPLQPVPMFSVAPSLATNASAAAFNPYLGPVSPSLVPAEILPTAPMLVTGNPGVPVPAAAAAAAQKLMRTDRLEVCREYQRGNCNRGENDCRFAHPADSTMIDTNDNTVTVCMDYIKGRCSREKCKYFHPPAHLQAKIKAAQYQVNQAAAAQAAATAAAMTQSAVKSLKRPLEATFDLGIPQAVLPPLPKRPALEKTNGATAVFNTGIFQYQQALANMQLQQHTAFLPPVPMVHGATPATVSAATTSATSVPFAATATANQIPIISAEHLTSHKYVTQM
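MBNL1-His + Biotin-(CUG)12, cpd titration 92 nM–58 uM; Tb anti-His Ab 0.055 ng/ul, SA-XL665 5 nM (final); 60 min RT; ratiometric 665/545 nm, Ex 340 nm; normalized to buffer and full-complex controls.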
Integrin act MD: activators of alpha7 integrin expression for muscular dystrophy | alpha7betagal myoblasts, beta-gal FDG fluorescence, 48 h | Potency, µM (doses to about 38.3 µM), for inactives: at the top dose activation, actives largely listed as activators | hit rate 0.064% among 350,000 | AID 624291;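 note: potency is the fitted concentration of half-maximal effect; 100% = response of the positive control SU9516; nearly all actives have a fitted effect of over 60% in size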
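Alpha7betagal+/- myoblasts (passage 13) were plated 16-24 hr, then exposed to compounds (1:260 dilution of DMSO stock) for 48 hours at 37C. After MPER lysis, β-galactosidase reporter activity was read as FDG fluorescence (ex 480/em 540) after 30 minutes.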
ASM inhibitor: inhibitors of human secretory acid sphingomyelinase; AID 504937; hit rate 0.006% among 340,000; placental ASM, HMU-PC fluorogenic substrate, 60 min; Potency, µM (series often up to 57.5 µM), for the others: top-dose activity change, negative = inhibition, hits mostly inhibitors; note: potency is the fitted concentration of half-maximal effect
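Steps: dispense placental human ASM, pin compound, wait 10 min at room temperature, add HMU-PC0 substrate at 9 uM final, incubate 60 min at 37 °C, add stop solution raising pH to 10, read fluorescence.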
Menin MLL FP TR: inhibitors of human menin-MLL interaction, mutant MLL peptide | O00255 | Menin + Texas Red MLL mutant peptide, fluorescence polarization | Potency, µM (highest dose often 61.6 µM), for inactives: at the top dose FP activity change, negative = inhibition, most hits filed as inhibitors | hit rate 0.23% among 270,000; active = well fitted inhibition curve with a large enough effect in the polarisation, with a control signal flat, not every such curve was filed as active; inconclusive = small, poorly fitted or top-dose-only effect, or effect the other way, or a change in a side signal; inactive = no such curve, though single readings can be large or run the other way; the % refers to the polarisation; note: potency is the fitted concentration of half-maximal effect; % of control where 0% means no effect; many of its hits are not listed in these tables
A-T KAP1 phos: candidate therapy for ataxia-telangiectasia | hit rate 0.19% among 320,000 | […] A-T fibroblasts, KAP-1 phosphorylation AlphaLISA; neocarzinostatin DNA damage 30 min before lysis | Potency, µM (highest dose often 57.5 µM), for the others: at the top dose activation, hits mostly activators; note: potency is the fitted concentration of half-maximal effect; % of control where 0% means no effect; nearly all actives have a fitted effect of over 45% in size
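ATM-like activity read as KAP-1 phosphorylation via AlphaLISA donor/acceptor antibody pairs after lysis and 6 hr at 25C. Cells were ATM-null patient fibroblasts ([…], hTERT), dosed 60 min, then exposed to the DSB inducer NCS for 30 min.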
TCR activator: activators of T cell receptors; primary human leukocytes, anti-CD3, IL-2 HTRF, 48 h; Potency, µM (highest dose often 9.22 µM), without a hit: top-dose activation of IL-2 secretion, usual class: activators; 330,000 tested, under 10 active; note: % of control where 0% means no effect
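1) Mix primary human leukocytes, a-CD3 beads and compound. 2) Incubate 48 hr. 3) Add HTRF IL-2 reagents (a-IL-2-K, a-IL-2-d2).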
MLL CXXC-DNA inh: MLL CXXC-DNA interaction inhibition; Potency, µM (series often up to 115 µM), for inactives: top-dose activity change, negative = inhibition, actives largely listed as inhibitors; AID 2662; Q03164; MLL-CXXC / FITC-HOXA9 DNA fluorescence polarization; hit rate 0.037% among 290,000; active = well fitted inhibition curve with a large enough effect in the polarisation, with a control signal flat, not every such curve was filed as active; inconclusive = small, poorly fitted or top-dose-only effect, or effect the other way, or a change in a side signal; inactive = no such curve, though single readings can be large or run the other way; the % refers to the polarisation; note: potency is the fitted concentration of half-maximal effect
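Steps: dispense CXXC domain solution (7 uM) → pin compounds or unlabeled HOX-A9 DNA control → 5 min ambient → add FLSN-HOX-A9 solution (50 nM) → spin → 30 min ambient → fluorescence polarization. Tris pH 7.5/NaCl/DTT/BSA buffer.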
Mito fusion yeast: inhibitors of mitochondrial division or activators of mitochondrial fusion; S. cerevisiae fusion-defective mutant growth rescue, CellTiterGlo 48 h; Potency, µM (titrated, usually from 46.1 µM), inactives show top-dose growth rescue (activation), actives largely listed as activators; hit rate 0.23% among 320,000;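 note: potency is the fitted concentration of half-maximal effect; % of control where 0% means no effect; nearly all actives have a fitted effect of over 45% in size; temperature-sensitive fusion mutants such as fzo1-1 at 37 °C on non-fermentable ethanol glycerol medium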
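Luminescent cell viability in 1536-well qHTS format served as the measure of rescued growth in ts fusion-mutant S. cerevisiae cultured on non-fermentable YPEG for 48 hours at 37C.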
TSG101-PTAP inh: blocks PTAP/TSG101 interaction to inhibit HIV-1 budding. Q99816. 340,000 tested, under 10 active. AID 493005. Fluorescence polarization, FITC-PTAP peptide / Tsg101 binding. Potency, µM (titrated, usually from 115 µM), for the others: at the highest dose activity change, negative = inhibition, actives largely listed as inhibitors; active = well fitted inhibition curve with a large enough effect in the main read-out, with a control signal flat, not every such curve was filed as active; inconclusive = small, poorly fitted or top-dose-only effect, or effect the other way, or a change in a side signal; inactive = no such curve, though single readings can be large or run the other way; note: potency is the fitted concentration of half-maximal effect; % of control where 0% means no effect
Target sequence (Q99816 whole entry, looked up): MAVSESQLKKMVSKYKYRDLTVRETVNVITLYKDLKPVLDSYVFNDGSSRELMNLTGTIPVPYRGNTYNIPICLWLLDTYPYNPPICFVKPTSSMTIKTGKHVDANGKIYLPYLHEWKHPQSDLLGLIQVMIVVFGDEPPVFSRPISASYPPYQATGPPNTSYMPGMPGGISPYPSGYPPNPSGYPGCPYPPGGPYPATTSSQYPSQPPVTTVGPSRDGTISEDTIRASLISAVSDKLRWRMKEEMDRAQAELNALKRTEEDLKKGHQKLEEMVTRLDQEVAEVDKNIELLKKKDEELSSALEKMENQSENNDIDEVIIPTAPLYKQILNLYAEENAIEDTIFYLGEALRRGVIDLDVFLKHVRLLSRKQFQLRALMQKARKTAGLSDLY
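Compounds were pin-transferred onto Tsg101 binding domain (10 uM final) in HEPES pH 7.5 buffer, then FITC-PTAP peptide was added at 50 nM final. After 20 min at RT, polarization reported peptide displacement across a qHTS concentration series.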
Active calls of the source: *; i = inactive; ? = inconclusive; · = not tested or not shown; [ ] = another dose, or the depositor's remark. Unless noted, calls come from the whole dose curve; as a rule, active = well fitted curve in the direction sought with a large enough effect; inconclusive = small, poorly fitted or top-dose-only effect, or another doubt; inactive = no such curve, though single readings can be large; an effect the other way counts as inactive or inconclusive. An excerpt; rates above refer to the full screens.

| nr | Compound | TSHR antag | A-T KAP1 phos | Mito fusion yeast | Integrin act MD | TSG101-PTAP inh | MBNL1-CUG inh | TCR activator | ASM inhibitor | MLL CXXC-DNA inh | Menin MLL FP TR |
| --- | --- | --- | --- | --- | --- | --- | --- | --- | --- | --- | --- |
| 1 | Cc1ccc(C(C(=O)NCC2CCCO2)N(C(=O)c2snc(C(N)=O)c2N)c2ccccc2F)o1 (stereo not drawn) | 33 | -4% | 2% | 0% | -3% | -2% | -1% | i | 7% | 1% |
| 2 | O=C(Nc1ncc(Cc2cccc(Cl)c2)s1)c1ccc([N+](=O)[O-])cc1 | -14 | -1% | -1% | -31% | 0% | ? | -10%[46.1 µM] | -4% | 0% | ? |
| 3 | COc1cccc(OCc2cc(C(=O)N(C)C3CCOCC3)no2)c1 | 3 | 10% | -4% | 8% | 0% | -2% | -1% | -2% | -2% | · |
| 4 | Cc1cc2cc(C(c3nnnn3C3CCCC3)N(Cc3cccnc3)Cc3ccco3)c(=O)[nH]c2cc1C (stereo not drawn) | -1 | -1% | 0% | -35% | 1% | 8% | -2% | -6% | 6% | -16% |
| 5 | CC(C)N(C(=O)[C@H]1C[C@H](CC(=O)NCCCn2ccnc2)C(=O)N2CCc3c([nH]c4cc(-c5ccco5)ccc34)[C@]12C)C(C)C | -2 | -4% | · | 17% | -6% | · | -3%[46.1 µM] | 1% | · | · |
| 6 | CCC(C)(C)n1nnnc1C(c1cccnc1)N1CCC(Cc2ccccc2)CC1 (stereo not drawn) | 4 | 1% | 16% | 21% | 0% | -4% | 0% | -3% | -14% | ? |
| 7 | COc1ccc(C(=O)CSc2nnc(-c3cc(C)on3)o2)cc1 | 5 | -1% | -6% | ? | -3% | 8% | 4%[46.1 µM] | -1% | 15% | 16% |
| 8 | O=C(NCCCn1ccnc1)C(=O)NCC1OCCN1S(=O)(=O)c1ccc(Cl)cc1 (stereo not drawn) | 0 | 4% | -4% | -17% | -1% | 29% | 2% | 4% | 0% | 0% |
| 9 | N/N=C(\Cc1cscn1)c1ccc(O)cc1O | -4 | -6% | 0% | -2% | -1% | 9% | -2% | 3% | 28% | · |
| 10 | COc1cc(/C=N/NC(=O)COc2ccc(Cl)cc2)ccc1OS(=O)(=O)c1ccc(C)cc1 | -9 | -1% | 2% | 0% | -1% | 4% | 0% | -10% | 9% | -4% |
| 11 | Cc1cc(NC(=O)CSc2n[nH]c(-c3cccs3)n2)no1 | 5 | -9% | -1% | 8% | -5% | -14% | 3% | -1% | -11% | 30% |
| 12 | COc1ccc(C(=O)N/C(=C\c2ccccc2)C(=O)NCCCn2ccnc2)cc1 | -2 | 5% | -2% | -71%[inhibitor] | -3% | -2% | 1% | -2% | -6% | 0% |
| 13 | CCc1nnc(NC(=O)CSc2nccn2-c2cccc(C)c2)s1 | 2 | -7% | 2% | 0% | 0% | -11% | -1% | 6% | -16% | -10% |
| 14 | O=C(CNC(=S)N(Cc1ccc(F)cc1)C1CCCCC1)NCC1CCCO1 (stereo not drawn) | -1 | -1% | -6% | 13% | -3% | -5% | 2% | -2% | 1% | 11% |
| 15 | NC(=O)COc1ccc(NC(=O)OCc2ccccc2)cc1 | 3 | -1% | -12% | 10% | 10% | -1% | 5% | 0% | -1% | 15% |

The last two compounds of the part above are carried over, then new ones follow.
| nr | Compound | TSHR antag | A-T KAP1 phos | Mito fusion yeast | Integrin act MD | TSG101-PTAP inh | MBNL1-CUG inh | TCR activator | ASM inhibitor | MLL CXXC-DNA inh | Menin MLL FP TR |
| --- | --- | --- | --- | --- | --- | --- | --- | --- | --- | --- | --- |
| 14 | O=C(CNC(=S)N(Cc1ccc(F)cc1)C1CCCCC1)NCC1CCCO1 (stereo not drawn) | -1 | -1% | -6% | 13% | -3% | -5% | 2% | -2% | 1% | 11% |
| 15 | NC(=O)COc1ccc(NC(=O)OCc2ccccc2)cc1 | 3 | -1% | -12% | 10% | 10% | -1% | 5% | 0% | -1% | 15% |
| 16 | CN(C(=O)c1cccc(C#CC(C)(C)O)c1)C1CCCN(Cc2ccccc2F)C1 (stereo not drawn) | -7 | 2% | -1% | -18% | -3% | -5% | -2% | 3% | 3% | -28% |
| 17 | COc1ccccc1NS(=O)(=O)c1ccc(C(=O)NCC(c2ccco2)N2CCCCC2)cc1 (stereo not drawn) | · | · | · | 33% | -4% | · | 0% | 4% | · | · |
| 18 | Cc1c(O)cc2c(c1O)C(=O)CC(c1ccc(O)cc1)O2 (stereo not drawn) | -3 | -13% | -3% | 5% | -2% | ? | -5% | -2% | -12% | ? |
| 19 | N#CCn1cnc2c(oc3ccccc32)c1=O | 10 | -4% | 12% | 0% | -2% | 1% | 5% | 6% | 16% | 7% |
| 20 | COc1ccc(CNC(=O)/C=C/c2ccco2)cc1OC | 3 | 1% | 4% | 22% | -2% | ? | -2% | 2% | 4% | 8% |
| 21 | CC(=O)c1cccc(NC(=O)c2cc(C)nn2-c2ccccc2)c1 | -1 | 5% | 5% | -13% | 0% | -5% | -1% | 4% | 4% | -4% |
| 22 | COc1ccc(CN2CCNC(=O)C2CC(=O)NCCc2cnccn2)cc1C (stereo not drawn) | -4 | 8% | 2% | -35% | -4% | -1% | -1% | 4% | -11% | -15% |
| 23 | CCNS(=O)(=O)c1ccc(CCC(=O)N2CCN(c3ccccc3F)CC2)cc1 | 4 | -2% | 1% | -31% | 1% | 3% | · | 0% | 0% | -1% |
| 24 | CSc1ccccc1NC(=O)CSc1n[nH]c(N)n1 | -6 | 14% | -2% | 8% | -2% | -6% | 11% | 0% | -6% | 6% |
| 25 | CCc1nc2c(c(=O)[nH]1)C1(CCCC1)Cc1ccccc1-2 | -15 | -1% | 2% | 7% | -14% | 3% | 2% | -2% | -4% | -10% |
| 26 | CCCn1c(-c2ccc(OC)cc2)nc2nc3ccccc3nc21 | -3 | 10% | 3% | 6%[7.66 µM] | -9% | 27% | · | i | 3% | -1% |
| 27 | CCN(C(=O)c1cc2c(=O)[nH]c3ccc(C)cc3c2s1)c1ccc(F)cc1 | -15 | 4% | 14% | -58%[inhibitor] | 0% | 7% | 0% | -3% | 3% | · |
| 28 | N#CC1(NC(=O)COC(=O)c2cc([N+](=O)[O-])ccc2N2CCCC2)CCCCC1 | 30 | -7% | -1% | -25% | -3% | · | 1% | -1% | · | · |
| 29 | COc1ccc(CCN2CC(C(=O)N3CCC(OC)CC3)CCC2=O)cc1 (stereo not drawn) | 25 | -4% | -1% | 0% | · | 3% | -5% | 0% | 5% | 5% |
| 30 | CCCCc1ncc(CN2CCC(n3nccc3NC(=O)c3ccccc3Cl)CC2)[nH]1 | 22 | 10% | 7% | 25% | -1% | 9% | -1% | 6% | 3% | · |
| 31 | COc1ccccc1CNC(=O)C(NC(=O)Nc1ccccc1)C(C)C (stereo not drawn) | -4 | 6% | -3% | ? | -5% | -4% | 1% | -1% | 7% | ? |
| 32 | CCCCC(=O)Nc1ccc2c(c1)nc(CCN1CCOCC1)n2C | -4 | -1% | -2% | -20% | -5% | 2% | · | 1% | -3% | 1% |

Compounds from the list above that contain fluorine, in the order listed:
| nr | Compound | TSHR antag | A-T KAP1 phos | Mito fusion yeast | Integrin act MD | TSG101-PTAP inh | MBNL1-CUG inh | TCR activator | ASM inhibitor | MLL CXXC-DNA inh | Menin MLL FP TR |
| --- | --- | --- | --- | --- | --- | --- | --- | --- | --- | --- | --- |
| 1 | Cc1ccc(C(C(=O)NCC2CCCO2)N(C(=O)c2snc(C(N)=O)c2N)c2ccccc2F)o1 (stereo not drawn) | 33 | -4% | 2% | 0% | -3% | -2% | -1% | i | 7% | 1% |
| 14 | O=C(CNC(=S)N(Cc1ccc(F)cc1)C1CCCCC1)NCC1CCCO1 (stereo not drawn) | -1 | -1% | -6% | 13% | -3% | -5% | 2% | -2% | 1% | 11% |
| 16 | CN(C(=O)c1cccc(C#CC(C)(C)O)c1)C1CCCN(Cc2ccccc2F)C1 (stereo not drawn) | -7 | 2% | -1% | -18% | -3% | -5% | -2% | 3% | 3% | -28% |
| 23 | CCNS(=O)(=O)c1ccc(CCC(=O)N2CCN(c3ccccc3F)CC2)cc1 | 4 | -2% | 1% | -31% | 1% | 3% | · | 0% | 0% | -1% |
| 27 | CCN(C(=O)c1cc2c(=O)[nH]c3ccc(C)cc3c2s1)c1ccc(F)cc1 | -15 | 4% | 14% | -58%[inhibitor] | 0% | 7% | 0% | -3% | 3% | · |
